WT yeast gro inh: growth inhibition of WT yeast, mitochondrial fusion screen. mitochondrial fusion phenotypic screen, WT strain. inhibition, % at 10 µM. 2.1% of 190,000 active; in the data active = inhibition above about 58%; tested in S. cerevisiae
AID2073: inhibitors of Mint1-CaV2.2 protein interaction, biochemical, HTRF (AID 2073); HTRF protein-protein interaction, Mint1-CaV2.2; higher % means a stronger effect; inhibition, % at 20 µM; hits with a dose series show IC50 in µM; 0.19% of 290,000 active; in the data active = inhibition mostly above about 51%, no sharp cut-off; inconclusive = no clear call, values can overlap the other calls; inactive = mostly below about 53%; note: some results filed as inactive read as strong as hits
K1F lysis inhibition: protection from phage-mediated lysis, alamar blue read-out – E. coli UTI89, K1F phage, bacterial capsule biogenesis inhibitors (AID 488966) | E. coli UTI89 K1F phage lysis, alamar blue, 2 h; higher % means a stronger effect | inhibition, % at 100 µM, or IC50 in µM where a hit was titrated | 0.02% of 340,000 active;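 active = phage lysis inhibition, versus mean bacterial control, above a set limit; inconclusive = no clear call, values can overlap the other calls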;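 note: capsule biogenesis inhibitors block K1F phage lysis so surviving cells raise fluorescence; higher fluorescence means more inhibition of phage lysis; actives were called in the ten point dose series up to 300 µM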
RSV CPE inhibition: inhibition of RSV-induced cytopathic effect – HEp-2 cells, primary 10 µM value included (AID 2391) | 0.13% of 310,000 active | HEp-2 cells, RSV-induced CPE inhibition; higher % means a stronger effect | CPE inhibition, % at 10 µM, or IC50 in µM where a hit was titrated; in the data active = a potency from the dose series; inconclusive = CPE inhibition mostly from about 23% at the one dose, without a potency; inactive = the rest, 99 in 100 with CPE inhibition below about 21%; note: strong numbers were not always called active
GPR35 antagonists: inhibition of zaprinast-stimulated GPR35 beta-arrestin translocation – imaging, U2OS, beta-arrestin-GFP, zaprinast agonist, primary screen (AID 2058); U2OS GPR35 beta-arrestin-GFP translocation imaging, zaprinast antagonism; higher % means a stronger effect; 0.052% of 290,000 active; one-dose inhibition, % at 10 µM; IC50 in µM for titrated hits;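 active = inhibition of at least 50% with at least 30 cells and total cytoplasm GFP at most 10,000,000; inconclusive = under 30 cells or total GFP of 10,000,000 plus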
Autophagy HCS: alters autophagy in cells. MEF GFP-LC3 puncta imaging; test concentration mostly 10 µM. calls only at 10 µM (by protocol). 0.98% of 190,000 active;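 active = percentage of spot-positive cells more than 3 SD above its plate mean, without a fluorescence outlier flag or 80% toxicity; inconclusive = no clear call, values can overlap the other calls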;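 note: spot-positive cell cutoff set from DMSO-treated cells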
LYP phosphatase: PTPN22 lymphoid phosphatase activity blockers – biochemical, fluorescence intensity, uHTS (AID 1779); 0.054% of 290,000 active; recombinant LYP phosphatase, fluorescence intensity; higher % means a stronger effect; inhibition, % at 11.5 µM, or IC50 in µM where a hit was titrated; in the data active = inhibition above about 50%;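 note: plate controls were vehicle with enzyme for no effect and no enzyme for full effect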
NTR1 agonist: NTR1-driven beta-arrestin-GFP spot formation – imaging, U2OS cells, high content, primary screen (AID 493036); 0.17% of 330,000 active; activation, % at 20 µM; agonist mode;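 active = activation at or above 40% of the spot to cytoplasm intensity ratio, with at least 20 cells analyzed; inconclusive = wells under 20 cells, flagged as cytotoxic or low count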;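 note: 0% = DMSO without peptide and 100% = 100 nM NTR1 peptide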
Target sequence (P30989 whole entry, looked up): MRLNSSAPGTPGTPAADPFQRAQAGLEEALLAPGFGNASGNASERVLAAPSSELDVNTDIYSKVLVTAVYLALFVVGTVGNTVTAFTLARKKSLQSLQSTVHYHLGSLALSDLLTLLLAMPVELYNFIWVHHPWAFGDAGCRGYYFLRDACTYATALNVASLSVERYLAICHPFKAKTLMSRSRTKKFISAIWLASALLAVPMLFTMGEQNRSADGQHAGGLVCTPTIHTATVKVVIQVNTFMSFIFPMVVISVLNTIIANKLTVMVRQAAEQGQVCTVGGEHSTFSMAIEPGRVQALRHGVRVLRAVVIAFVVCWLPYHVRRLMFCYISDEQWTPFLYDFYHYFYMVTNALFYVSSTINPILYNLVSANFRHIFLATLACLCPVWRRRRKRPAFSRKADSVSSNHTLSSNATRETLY
NS5 inhibitors: Dengue-2 NS5 methyltransferase inhibitors, primary screen, biochemical, confirmation dose response (AID 588689); 0.3% of 340,000 active; Dengue-2 NS5 methyltransferase capping enzyme assay, biochemical; higher % means a stronger effect; inhibition, % at 25 µM, or IC50 in µM where a hit was titrated; in the data active = a potency from the dose series; inconclusive = inhibition above about 29% without an active follow-up result
WT yeast gro inh mutant strain: further read-out of WT yeast gro inh, marked with its call; inhibition, %; mitochondrial fusion phenotypic screen, mutant strain inhibition
Autophagy HCS cell loss 18 h: second read-out of Autophagy HCS, no call of its own (marks repeat the call); toxicity, %; measured here: cell loss, nuclei count;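 cell loss after 18 h compound exposure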
NTR1 agonist cell count 20 µM: also measured in NTR1 agonist; calls as there; cell count; measured here: cell count, cytotoxicity flag
NS5 inhibitors pilot replicate: further read-out of NS5 inhibitors, marked with its call; inhibition, %; measured here: pilot screen replicate inhibition
Active calls of the source: *; i = inactive; ? = inconclusive; nt = no result given; + = active, no number; [ ] = remark or other dose.

SMILES | WT yeast gro inh | WT yeast gro inh mutant strain | AID2073 | K1F lysis inhibition | RSV CPE inhibition | GPR35 antagonists | Autophagy HCS | Autophagy HCS cell loss 18 h | LYP phosphatase | NTR1 agonist | NTR1 agonist cell count 20 µM | NS5 inhibitors | others
CC1CCc2cc(F)ccc2N1S(=O)(=O)c1ccc(F)cc1 (centres undefined) | nt | nt | 8% | 0.0% | 2.7% | 8% | nt | nt | -4% | 1.0 | 79 | -3% | NS5 inhibitors pilot replicate=0.6
COC(CNc1ccc([N+](=O)[O-])c(NCC(OC)OC)c1C#N)OC | nt | nt | 2% | 0.5% | 0.8% | 13% | nt | nt | -4% | 0.3 | 59 | -10%
CN(Cc1ccccc1)S(=O)(=O)c1ccc2c(c1)n(C)c(=O)c(=O)n2C | nt | nt | 3% | 0.3% | 2.0% | 9% | nt | nt | -8% | 0.0 | 71 | -2%
CCOC(=O)C1CCCCN1S(=O)(=O)c1cc2c(cc1C)NC(=O)CO2 (centres undefined) | nt | nt | 8% | 3.2% | 0.1% | -6% | nt | nt | -8% | -3.4 | 67 | -2%
COc1cc2nc(NC(=O)c3ccccc3)sc(=O)c2cc1OC | nt | nt | 0% | 0.3% | nt | -3% | nt | nt | -5% | 1.6 | 96 | -12%
CCCCCSc1nc(C)c(CC(=O)O)c(=O)[nH]1 | -14 | 7 | 26% | 1.7% | 0.6% | -1% | i | 3 | -7% | -2.6 | 95 | 5%
Cc1ccc(-n2nnnc2SCC(=O)Nc2ncc(Cc3ccccc3Cl)s2)cc1 | 9 | -5 | 20% | 2.0%[50 µM] | -0.2% | -5% | i | -6 | -7% | 0.0 | 52 | 5%
O=C(Cn1ccc2ccccc2c1=O)NCCC(=O)Nc1ccc(F)cc1F | nt | nt | 22% | 0.4% | 1.2% | -3% | nt | nt | 1% | 1.2 | 45 | -10%
CCCCNc1nc(-c2ccccc2)c(C(=O)OCC)cc1C#N | 24 | 5 | 16% | 1.1% | 1.4% | -5% | i | 5 | -1% | 4.0 | 44 | -9%
Nc1[nH]n(-c2ccccc2)c(=O)c1N=Nc1ccc2c(c1)OCCO2 | 5 | 19 | -8% | 0.1% | 4.8% | -8% | i | 37 | 6% | 3.9 | 62 | 7%
Cc1ccc(S(=O)(=O)N2CCN(Cc3nc4sc5c(c4c(=O)[nH]3)CCCC5)CC2)cc1 | 8 | -18 | 1% | 1.2%[50 µM] | 3.3% | 2% | i | 15 | 2% | 9.6 | 77 | -2%
COc1cc(OC)cc(C(=O)NCc2ccc3c(c2)cc(C)n3C)c1 | 3 | 2 | 36% | 0.3% | 2.0% | 2% | i | -14 | 1% | -0.7 | 46 | ?
Cc1ccc2nc(CSc3nc(C)ccc3C#N)[nH]c2c1 | 44 | 4 | 20% | 5.4% | 8.8% | 14% | i | -4 | -5% | 3.1 | 85 | -4%
Cc1cc(C)c(CN2CCN(C(=O)Cn3ccc(N)nc3=O)CC2)c(C)c1 | nt | nt | nt | 0.5% | -0.2% | nt | nt | nt | nt | 1.2 | 52 | -5%
CCCc1cc(C(N)=O)c(NC(=O)c2ccoc2C)s1 | 2 | 14 | -5% | 2.7% | 0.2% | -11% | i | 2 | -6% | 5.0 | 92 | -3%
N#Cc1cccc(NC(=O)CNc2cccc(S(=O)(=O)N3CCCC3)c2)c1 | nt | nt | nt | 0.6%[50 µM] | 11% | nt | nt | nt | nt | -0.9 | 67 | 1%
Cc1cc(CNC(=O)COc2ccc(C#N)cc2)c2ccccc2n1 | -13 | -4 | -1% | 0.1% | 4.6% | 3% | i | 21 | -4% | 0.0 | 82 | 1%
Cc1cccc(-n2ncc3c(N4CCc5ccccc54)ncnc32)c1 | -11 | -12 | 26% | nt | 0.2% | 1% | i | -9 | -3% | -0.1 | 57 | nt
Cc1ccc(S(=O)(=O)/N=C(/Nc2ccc(O)c(C(=O)O)c2)c2ccccc2)cc1 | nt | nt | nt | 0.5%[50 µM] | 0.9% | nt | nt | nt | nt | 1.9 | 55 | 5%
CCCCC(=O)Nc1ccc(C(=O)N(CC)c2ccccc2C)cc1 | 5 | 10 | 3% | -1.3% | 7.8% | 2% | i | 20 | -6% | -0.2 | 23 | -18%
COc1ccc(C2C=C(c3ccccc3)Nc3ncnn32)cc1 (centres undefined) | 8 | 13 | 48% | 0.8% | 0.2% | 4% | i | -3 | -7% | 0.8 | 35 | 4%
CC(C)Cn1c(N)c(C(=O)CSc2ncnc3sc4c(c23)CCCC4)c(=O)n(C)c1=O | -9 | -13 | -2% | 0.2% | 1.2% | -17% | i | -1 | -2% | 9.6 | 87 | 7%
Cc1ccc(CN(c2ccc(C(=O)Nc3ccc4c(c3)OCO4)cc2)S(C)(=O)=O)cc1 | -1 | -38 | 19% | 1.8% | -0.1% | 9% | i | 4 | -3% | 6.5 | 56 | -2%
O=C(NCc1n[nH]c(=S)n1Cc1ccccc1)c1ccccc1 | 7 | 7 | 16% | -0.4% | 3.4% | 4% | i | -31 | -5% | 0.2 | 42 | -7%
COc1ccc(NC(=O)Cn2nnc(C(=O)NCc3ccc(C)cc3)c2N)cc1Cl | nt | nt | 31% | 0.5% | 0.9% | -2% | nt | nt | -7% | 0.9 | 46 | 4%
Cc1ccc(CSCCNC(=O)c2ccc(Cl)c(S(=O)(=O)N3CCOCC3)c2)cc1 | 16 | 2 | -2% | -0.2% | 2.5% | 16% | i | 0 | -6% | -1.5 | 89 | -3%
CC(C)c1csc2nc3n(c(=O)c12)CCCCC3 | -7 | 3 | -8% | 0.5% | -0.7% | -14% | i | -1 | -8% | 1.3 | 66 | -5%
NS(=O)(=O)c1ccc(CCNC(=O)CN2CCCCC2)cc1 | 9 | 20 | -1% | 2.1% | 0.6% | -7% | i | 10 | -1% | -0.1 | 43 | -5%
Cc1ccc(-n2c(Cn3cnc4ccccc43)nnc2SCC(=O)O)cc1 | -3 | -3 | -10% | 0.3% | 0.1% | -5% | i | 3 | -4% | -0.4 | 67 | -3%
CCOC(=O)C(Cc1ccccc1)C(=O)Nc1cccc2ccccc12 (centres undefined) | 9 | 7 | -4% | 1.7% | 1.0% | -10% | i | 42 | -4% | -1.1 | 53 | -4%
O=C(c1c(F)cccc1F)N1CCC(O)(c2cccnc2)CC1 | 9 | -6 | -3% | 0.0% | 4.0% | -8% | i | 13 | -8% | -1.3 | 73 | -5%
CCOc1cc(C(=S)N2CCOCC2)cc(Br)c1OS(=O)(=O)c1ccccc1 | nt | nt | -3% | 0.4% | 9.9% | 3% | nt | nt | -9% | 3.6 | 59 | -6%
CCCCN1C(=O)C(O)(CC(=O)c2ccccn2)c2ccccc21 (centres undefined) | -3 | -10 | -1% | 8.2% | 0.5% | -2% | i | -19 | -10% | 2.1 | 101 | nt
Cc1nn(S(=O)(=O)c2ccc(C(C)(C)C)cc2)c(C)c1S(=O)(=O)N1CCOCC1 | nt | nt | 1% | -8.2% | 0.9% | 5% | nt | nt | -13% | -0.4 | 52 | -5%
NC(=O)c1cc([N+](=O)[O-])ccc1NCc1ccc(F)cc1 | nt | nt | nt | 0.2% | 2.6% | nt | nt | nt | nt | -3.9 | 87 | -8%
COc1ccc(-c2cc(C(=O)Nc3c(C)n(C)n(-c4ccccc4)c3=O)c3ccccc3n2)cc1OC | nt | nt | 3% | 7.4% | 2.8% | -3% | nt | nt | -5% | 2.4 | 59 | 2%
COc1ccc2nc(N/C(N)=N/C(=S)Nc3c(C)cccc3C)nc(C)c2c1 | 57 | 31 | 4% | -1.8% | 0.0% | 0% | + | -14* | 7% | 3.4 | 34 | 0%
COc1ccc(OC)c(-c2cc(C(F)(F)F)c3c(n2)sc2c(O)cc(=O)[nH]c23)c1 | -4 | 19 | 15% | 2.9% | 10% | 4% | i | 1 | -1% | 2.6 | 58 | 3%
Cc1nn(C)c(Cl)c1CN1CCC(Oc2ccc(C(=O)N3CCCC3)cc2)CC1 | nt | nt | 5% | 0.1% | 1.7% | -3% | nt | nt | -6% | -0.7 | 49 | -1%
O=S(=O)(Nc1ccc(-n2cnnn2)cc1)c1ccc(F)c(F)c1F | nt | nt | 3% | 0.1% | 1.8% | 3% | nt | nt | -6% | 0.0 | 54 | -10%
Cc1cc(C)nc(SCC(=O)c2c(N)n(C)c(=O)n(C)c2=O)n1 | -2 | -7 | -32% | -1.9% | 0.8% | -7% | i | -1 | -3% | 0.9 | 54 | -1%
CCN(CC)c1ccc(/C=N/NC(=O)c2c(-c3ccccc3)noc2C)cc1 | nt | nt | 2% | 0.7% | 4.9% | 4% | nt | nt | -1% | -1.6 | 51 | 6%
Cc1cccc(C)c1OCC(=O)N(Cc1ccc(Cl)cc1)C1CCS(=O)(=O)C1 (centres undefined) | nt | nt | -3% | 0.1% | 2.6% | 25% | nt | nt | -7% | 1.2 | 56 | 1%
CCOC(=O)C1CCN(S(=O)(=O)c2ccc3c(c2)CC(=O)N3)CC1 | nt | nt | -1% | -0.2% | 0.8% | 16% | nt | nt | -7% | -1.8 | 61 | -6%
Nc1nc(-c2ccccc2)[nH]c(=O)c1N=O | nt | nt | 9% | 0.8% | 0.1% | 13% | nt | nt | -6% | -0.8 | 95 | -4%
Cc1cccc(C)c1Nc1c(-c2ccccn2)nc2ccccn12 | 68 | 74 | 6% | -0.3% | 1.8% | 8% | i | 34 | 0% | 1.7 | 62 | -11%
CCC1=C(OC(=O)N(CC)CC)N2C(=O)OC(=NCCOC)[C@]2(Cc2ccccc2)[C@H]2C1=CC[C@H]1C(=O)N(CC)C(=O)[C@H]12 | nt | nt | -6% | 0.8% | -0.5% | 0% | nt | nt | -8% | 0.1 | 49 | -5%
CC1CCN(C(C)C(=O)Nc2ccc(S(=O)(=O)N3CCCC3)cc2)CC1 (centres undefined) | nt | nt | nt | 1.6%[50 µM] | -0.3% | nt | nt | nt | nt | -0.7 | 62 | -8%
OC(c1ccccn1)c1c[nH]c2ccccc12 (centres undefined) | -13 | -4 | 1% | -0.4% | 1.8% | -1% | nt | nt | 0% | 2.3 | 53 | 13%

Compounds above with a nitro group on carbon, in the order listed:
SMILES | WT yeast gro inh | WT yeast gro inh mutant strain | AID2073 | K1F lysis inhibition | RSV CPE inhibition | GPR35 antagonists | Autophagy HCS | Autophagy HCS cell loss 18 h | LYP phosphatase | NTR1 agonist | NTR1 agonist cell count 20 µM | NS5 inhibitors | others
COC(CNc1ccc([N+](=O)[O-])c(NCC(OC)OC)c1C#N)OC | nt | nt | 2% | 0.5% | 0.8% | 13% | nt | nt | -4% | 0.3 | 59 | -10%
NC(=O)c1cc([N+](=O)[O-])ccc1NCc1ccc(F)cc1 | nt | nt | nt | 0.2% | 2.6% | nt | nt | nt | nt | -3.9 | 87 | -8%

This is a random part of the collection; overall some 2.6% were active at least once.
